GALK inh – galactokinase (human) inhibition. Purified GALK, Kinase-Glo residual ATP luminescence. AID 1868. 270,000 compounds, 0.007% hits. Potency, µM (titrated, usually from 57.5 µM), without a hit: at the top dose activity change, negative = inhibition, usual class: inhibitors. P51570; further: potency means the concentration at half of the fitted maximal effect
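ATP-depletion format; final 35 uM ATP, 100 uM D-galactose, 5 nM enzyme; pH 8.0 HEPES/Mg2+ buffer; 60 min RT; luminescence read 10 min after detection reagent.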
USP2a block – inhibitors of human ubiquitin-specific protease USP2a; USP2 core, Ub-CHOP2 coupled fluorogenic reporter, 485/531; O75604; 330,000 compounds, 0.01% hits; Potency, µM (series often up to 38.3 µM), for the others: at the highest dose activity change, negative = inhibition, actives largely listed as inhibitors; AID 463254;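 further: potency means the concentration at half of the fitted maximal effect; plate controls were DMSO wells for no effect and full inhibition by NEM control for full effect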
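Deubiquitinase activity read as fluorescence (485/531 nm) after Ub-CHOP2 cleavage activates the enterokinase reporter on its substrate; USP2 core 10nM, Ub-CHOP2 and substrate 25nM each, 30min compound preincubation then 60min RT; data normalized to NEM, curves fitted.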
KCNH2 3.1 block – inhibitors of human KCNH2 3.1 potassium channel isoform | U2OS KCNH2 3.1, thallium flux FluxOr; active compounds read low | activity change, % (tested at about 1.8 µM) | 340,000 compounds, 0.95% hits | AID 720553;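 active means maximum activity change below -70%; inconclusive means maximum activity change from -70% to -50%; inactive means maximum activity change above -50%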;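 further: thallium influx rate constant from kinetic fluorescence after stimulation buffer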
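Thallium flux read-out: FluxOr dye with Red40 quencher in HBSS/HEPES, 45 min at RT. Rate constants from kinetic reads were normalized to positive and negative DMSO controls. Cells: U2OS virally expressing the 3.1 isoform.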
Chronic BCR inh – inhibitors of chronic active B-cell receptor signaling | ABC-DLBCL IkBa-CBG/CBR reporter, luminescence ratio, 4 h | AID 493014 | 340,000 compounds, 0.05% hits | Potency, µM (doses to about 46.1 µM), inactives show at the highest dose ratio change, negative = lower green/red ratio, hits mostly inhibitors; active means well fitted inhibition curve with a large enough effect in the signal ratio, with a control signal flat, not every such curve was filed as active; inconclusive means small, poorly fitted or top-dose-only effect, or effect the other way, or a change in a side signal; the % refers to the signal ratio;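 further: potency means the concentration at half of the fitted maximal effect; plate controls were basal doxycycline-induced cells for no effect and cells given 10 µM MG132 for full effect; MG132 reads +100%, hits lower the ratio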
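Concentration-response series (up to 46 uM) were applied to TMD8 dual-reporter cells for 4 h at 37C with doxycycline. Green/red ratio, after filter-overlap correction, defined %Activity; red signal alone was normalised to basal cells and zero luminescence.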
Giardia killer – kills Giardia lamblia. AID 540267. Giardia lamblia trophozoite viability. 340,000 compounds, 0.15% hits. activity change, % at 7.66 µM, hits read low; in the data active means activity change below about -80%; inconclusive means between about -30% and that limit;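 further: parasites exposed to compound for two days anaerobically before the ATP read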
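ATP-content bioluminescence gauges trophozoite survival. Cells (100/well) receive compound and incubate anaerobically for 48 hrs at 37 deg C; detection reagent follows for 15-30 min at room temperature.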
Eya2 inh – Eya2 (human) phosphatase inhibition | recombinant Eya2, OMFP fluorescence dephosphorylation (OMFP is methylfluorescein phosphate) | O00167 | AID 488837 | Potency, µM (series often up to 76.9 µM), for inactives: at the highest dose activity, negative = inhibition, hits mostly inhibitors | 330,000 compounds, 0.006% hits; further: potency means the concentration at half of the fitted maximal effect
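Eya2 (0.2 uM) preincubated 10 min at ambient with compound, then OMFP substrate added at 50 uM; 10 min reaction in 50 mM HEPES pH 7.5, 50 mM NaCl, 5 uM MgCl2, 0.05% BSA, 1 mM DTT. Fluorescence read at Ex 485/Em 525 nm.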
KCNH2 WT inh – inhibitors of human wildtype KCNH2 potassium channel; 340,000 compounds, 0.37% hits; U2OS, BacMam KCNH2, thallium flux FluxOr; active compounds read low; Q12809; activity change, % at 1.84 µM;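 active means maximum activity change below -70%; inconclusive means maximum activity change between -70% and -50%; inactive means maximum activity change above -50%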
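U2OS cells transduced with wild-type KCNH2 virus are loaded with FluxOr dye for 45 min, and thallium flux is measured in kinetic reads before and after stimulation buffer. Rate constants are normalized to DMSO controls.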
uPA surface inh – blocks generation of uPA at the cell surface; 330,000 compounds, 0.31% hits; Potency, µM (titrated, usually from 38.3 µM), inactives show top-dose activity change, negative = inhibition, usual class: inhibitors; cell surface uPA generation assay, qHTS; AID 540303; active means well fitted inhibition curve with a large enough effect; inconclusive means small, poorly fitted or top-dose-only effect; inactive means no such curve, though single readings can be large or run the other way; tested in mouse RAW 264.7 cells; further: potency means the concentration at half of the fitted maximal effect; nearly all actives have a fitted effect of over 55% in size
Coupling enz – coupling enzyme interference in Giardia aldolase counter-screen | coupling enzyme system counterscreen, AmpLite Red fluorescence | activity change, negative = inhibition, % at 58.2 µM, hits read low | 290,000 compounds, 0.67% hits | AID 2472; in the data active means activity change below about -30%
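Fluorescence at 525 nm excitation and 598 nm emission measured inhibition of the coupled detection system without aldolase. Compounds (at 57.5 uM final) were preincubated 10 min at room temperature with coupling enzyme reagent before a 20 min substrate/AmpLite Red step.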
B2AR arrestin – recruits beta-arrestin to the human beta2-adrenergic receptor | beta-arrestin recruitment to beta2AR, cell-based reporter | 330,000 compounds, 0.02% hits | AID 492947 | Potency, µM (titrated, usually from 46.1 µM), for inactives: at the highest dose activation, actives largely listed as activators | P07550;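 further: potency means the concentration at half of the fitted maximal effect; 0% = DMSO controls and full agonism = EC100 isoproterenol or metaproterenol; nearly all actives have a fitted effect of over 65% in size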
Target sequence (P07550 whole entry, looked up): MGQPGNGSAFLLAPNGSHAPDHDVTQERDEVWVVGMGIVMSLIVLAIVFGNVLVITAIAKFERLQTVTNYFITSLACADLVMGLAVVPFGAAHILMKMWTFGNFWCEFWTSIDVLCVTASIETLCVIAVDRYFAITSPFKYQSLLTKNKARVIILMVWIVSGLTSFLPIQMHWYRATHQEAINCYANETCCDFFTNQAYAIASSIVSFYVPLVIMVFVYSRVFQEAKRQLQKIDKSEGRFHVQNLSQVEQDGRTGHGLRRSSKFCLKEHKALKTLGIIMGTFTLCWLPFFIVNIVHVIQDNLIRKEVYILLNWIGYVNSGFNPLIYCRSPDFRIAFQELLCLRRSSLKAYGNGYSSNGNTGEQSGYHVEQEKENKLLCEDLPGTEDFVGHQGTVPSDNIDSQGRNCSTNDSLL
PKM2 activator – activators of human pyruvate kinase M2; purified PKM2, Kinase-Glo ATP luminescence, activation; response scale: 0% is enzyme alone, no compound; Potency, µM (titrated, usually from 57.5 µM), for the others: at the highest dose activation, usual class: activators; 260,000 compounds, 0.34% hits; further: potency means the concentration at half of the fitted maximal effect; nearly all actives have a fitted effect of over 55% in size
Target sequence (P14618 whole entry, looked up): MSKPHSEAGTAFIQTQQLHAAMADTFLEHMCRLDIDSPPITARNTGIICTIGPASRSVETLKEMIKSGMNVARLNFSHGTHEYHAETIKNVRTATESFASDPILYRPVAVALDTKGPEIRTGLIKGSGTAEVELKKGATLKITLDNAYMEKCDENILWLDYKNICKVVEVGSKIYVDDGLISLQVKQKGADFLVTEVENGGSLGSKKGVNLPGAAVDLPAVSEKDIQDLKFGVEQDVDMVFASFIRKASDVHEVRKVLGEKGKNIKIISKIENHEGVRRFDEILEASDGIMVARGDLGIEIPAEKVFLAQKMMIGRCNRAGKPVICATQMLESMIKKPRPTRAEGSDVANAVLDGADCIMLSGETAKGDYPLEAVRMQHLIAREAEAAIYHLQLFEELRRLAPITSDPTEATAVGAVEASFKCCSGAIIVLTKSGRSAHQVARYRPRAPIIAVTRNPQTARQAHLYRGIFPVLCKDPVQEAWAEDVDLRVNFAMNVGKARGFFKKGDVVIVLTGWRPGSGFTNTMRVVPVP
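Purified hPK-M2 (>95% pure) converted ADP (0.1 mM final) to ATP with 0.5 mM PEP in 50 mM imidazole pH7.2, KCl, MgCl2, Tween 20, BSA; 1 h at room temperature. ATP detected by Kinase-Glo luminescence.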
Active calls of the source: *; ? = inconclusive; · = no result given; [ ] = dose if it differs, or a comment. Unless noted, the call rests on the fitted dose curve; in most records, active means well fitted curve in the direction sought with a large enough effect; inconclusive means small, poorly fitted or top-dose-only effect, or another doubt; inactive means no such curve, though single readings can be large; an effect the other way counts as inactive or inconclusive. Unless noted, on the % scale 0 is the no-effect control and ±100 the full control effect. The order is random, and some 2.4% of all compounds hit somewhere here.

Each structure is followed by: GALK inh	USP2a block	KCNH2 3.1 block	Chronic BCR inh	Giardia killer	Eya2 inh	KCNH2 WT inh	uPA surface inh	Coupling enz	B2AR arrestin	PKM2 activator
COCc1nnc(NC(=O)CCS(=O)(=O)c2ccccc2)s1
    15.6%	-1.0%	0.1	?	12.9	-2.8%	0.9	-2.8%	-1.5	-0.2%	2.2%
N#C/C(=C\c1cc2c(cc1Br)OCO2)c1ccc(C(=O)O)cc1
    -8.4%	-1.2%	1.9	4.8%	-8.2	-13.5%	-3.0	1.0%	18.3	-1.2%	-0.3%
Cc1ccc2sc(NC(=O)C3CC3)nc2c1C
    0.3%	-0.1%	4.2	1.5%	?	-26.5%	11.9	1.7%	-6.0	0.0%	-6.2%[0.46 µM]
COc1cccc(CNC(=O)Cn2ccc([N+](=O)[O-])n2)c1
    6.2%	0.4%	-19.4	4.0%	23.1	12.2%	4.6	-11.9%	0.1	-1.5%	-0.5%
Cc1cccc(-n2c(O)c(C=Nc3ccccc3O)c3ccccc3c2=O)n1
    1.0%	1.1%	9.9	?	-22.1	-17.1%	7.9	0.0%	-0.6	0.2%	-1.1%
CN(C)/C=C(\C#N)C(=O)Nc1ccc(O)cc1F
    0.7%	1.1%	-16.3	7.0%	-9.1	-0.7%	-1.3	-3.4%	0.7	-0.7%	-12.0%
COc1ccccc1N1CCN(C2CCN(S(=O)(=O)c3ccc(NC(C)=O)cc3)CC2)CC1
    1.5%	-0.2%	12.2	?	-13.2	10.9%	3.1	4.5%	2.3	-0.4%	5.9%
Cc1cccc(OCCCC(=O)Nc2ccc(S(=O)(=O)Nc3onc(C)c3C)cc2)c1C
    -2.3%	1.5%	4.3	-2.0%	-0.1	-20.0%	-0.4	8.1%	11.3	0.1%	2.1%
O=c1cc(C(F)(F)F)[nH]c(=S)n1-c1ccccc1
    9.2%	4.0%	-19.5	5.9%	6.0	-2.5%	-10.6	3.8%	0.9	-0.6%	·
CC1SC(c2ccccc2)N(CC(O)c2ccc([N+](=O)[O-])cc2)C1=O (stereo not given)
    -1.0%	-1.5%	-17.8	0.9%	31.4[activator]	-1.2%	·	12.7%	-6.5	0.5%	6.1%
CCCCn1nc2cc(C(=O)NC[C@@H]3CCCO3)ccc2c1OCC
    -2.3%	-1.6%	12.6	5.5%	-12.0	1.9%	-3.3	9.7%	-1.9	-0.4%	-3.0%
COc1cc(NS(=O)(=O)c2ccc(NC(=O)c3cccnc3)cc2)ncn1
    -4.8%	-1.2%	12.6	1.5%	9.6	5.3%	5.3	-0.3%	3.5	0.4%	-4.3%
Cc1ccc(NC(=O)CSc2n[nH]c(-c3ccncc3)n2)c(C)c1
    5.9%	1.4%	22.1	-5.1%	-1.3	5.0%	-1.4	0.6%	-4.8	0.1%	1.3%
O=C(Cn1cc(C(F)(F)F)ccc1=O)OCC(=O)c1ccc[nH]1
    ·	2.4%	0.0	?	5.4	-8.1%	0.8	-4.1%	·	-0.1%	·
Cc1cc(C)c(S(=O)(=O)c2cccc(Cl)c2)c(Cl)n1
    -1.9%	5.4%	9.0	-0.9%	-5.5	-2.1%	-3.1	-0.8%	-1.5	-0.1%	7.4%
CCOc1ccc(/C=N/Nc2ccc(C(F)(F)F)cc2[N+](=O)[O-])cc1O
    ·	2.9%	-5.9	5.0%	5.1	-3.1%	-6.7	0.6%	-0.6	-1.8%	-0.4%
O=C(CN1C(=O)CCC1=O)Nc1cccc2c1C(=O)NC2=O
    -2.4%	1.2%	1.0	1.0%	-10.1	4.8%	-3.9	7.4%	-0.2	-0.1%	-2.3%
Cn1ncc([N+](=O)[O-])c1C(=O)N1CCCCCC1
    3.1%	3.0%	9.7	0.1%	6.0	3.7%	11.1	0.6%	1.7	0.0%	0.8%
O=C1NCCN(Cc2ccc(Cl)c(F)c2)C1CC(=O)N1CCCCO1 (stereo not given)
    2.7%	0.5%	-0.4	3.2%	-12.2	1.9%	7.0	-2.7%	-16.6	0.3%	2.8%
COc1ccc(N=c2scc(-c3ccc(S(=O)(=O)N4CCOCC4)cc3)n2CCCO)cc1
    -4.0%	0.0%	·	-5.9%	·	-0.5%	·	·	-2.0	0.2%	11.8%
c1ccc(Nc2nc(-c3cccnc3)cs2)nc1
    0.0%	-8.8%	5.5	?	-14.9	-1.4%	-12.1	-3.3%	0.1	-0.2%	8.5%
Cc1cccc(NC(=O)CCCN2C(=O)c3cccc4cccc(c34)C2=O)c1
    -1.3%	-4.8%	-32.3	?	-8.3	-5.6%	11.5	·	-11.4	0.3%	2.3%
CN(C(=O)c1cccc(C#CC(C)(C)O)c1)C1CCCN(Cc2ccccc2F)C1 (stereo not given)
    -0.5%	0.5%	?	0.2%	-17.5	9.7%	-2.2	13.2%	-3.3	-0.1%	-2.2%
CCCc1cc2c(cc1NC(=O)c1ccccc1C)OCO2
    -1.0%	1.0%	-7.9	12.1%	-17.7	-4.9%	2.1	-0.3%	·	-0.1%	1.1%
CCOc1ccc2c(c1)[nH]c(=S)n2C
    -2.5%	-1.0%	13.3	2.6%	-7.6	3.8%	-12.3	5.0%	0.2	0.2%	5.4%
Cc1cc(C)c(S(=O)(=O)Nc2nnc(C3CCCCC3)s2)c(C)c1
    -10.8%	-7.9%	1.4	-0.3%	4.1	5.8%	-8.4	-6.6%	8.7	-0.1%	1.2%
COc1ccc(NC(=O)c2cnn3c(C(F)(F)F)cc(-c4ccco4)nc23)cc1OC
    -3.6%	-4.3%	-0.7	-0.4%	9.8	8.3%	-2.5	-0.9%	-0.2	0.4%	4.7%
CCCCN(C(=O)c1ccc(C#N)cc1)c1c(N)n(CCC)c(=O)[nH]c1=O
    2.2%	2.8%	-18.6	?	-10.3	11.7%	4.7	-0.2%	-0.6	-0.6%	-9.3%
CN(c1ncc(C(F)(F)F)cc1Cl)n1cc(C(N)=O)c2ccccc2c1=O
    -1.2%	-0.5%	-1.5	-15.9%	-9.2	3.1%	5.3	-0.6%	-1.7	0.1%	-2.1%
CSc1nc(N)nc(SCC(=O)OC(C)C)c1C#N
    3.0%	2.8%	-11.4	?	-5.0	-11.3%	-8.0	·	-5.0	-0.5%	-1.1%
C=CCNC(=S)N/N=C1\CCS(=O)(=O)c2ccccc21
    4.1%	2.9%	11.8	-6.0%	0.5	11.8%	2.6	11.6%	1.0	-0.3%	·
CCN1CCN(C(=O)CCNC(=O)Cn2ccc3ccccc3c2=O)CC1
    2.2%	3.6%	-3.1	4.4%	7.3	1.6%	2.8	0.0%	0.4	-0.7%	8.9%
CCOc1ccc(NS(=O)(=O)c2ccc(NC(=O)C3CC3)cc2)cc1
    -9.2%	2.0%	·	2.1%	5.6	-5.1%	-12.9	2.5%	·	-0.6%	10.1%
Nc1nc2ccccc2nc1N
    1.6%	1.7%	-14.9	?	-11.5	2.4%	-12.8	-0.9%	-0.8	-0.4%	10.4%
CCOc1ccc(-c2nn[nH]n2)cc1
    -4.4%	-2.4%	-8.3	5.2%	-16.1	-3.4%	1.2	-0.5%	7.5	0.0%	-4.8%
CC(C)CCN(C(=O)c1cc(=O)[nH]c2ccccc12)c1c(N)n(Cc2ccccc2)c(=O)[nH]c1=O
    ·	1.0%	-9.7	-1.6%	11.5	4.8%	-9.0	7.9%	·	-0.1%	·
COc1cc(C(=O)N/N=C/c2cn(Cc3ccccc3)c3ccccc23)ccc1O
    -6.5%	-2.5%	·	?	5.5	0.5%	4.6	-5.6%	-3.9	3.0%	0.6%
COC(=O)C(C)Oc1cc(OC(C)C(=O)OC)c2c(C)c(Cl)c(=O)oc2c1 (stereo not given)
    0.3%	1.2%	-2.7	-0.1%	19.1	3.4%	-4.2	-1.0%	1.1	-0.2%	-0.2%
O=C(/C=C/c1cc([N+](=O)[O-])ccc1OC(F)F)Nc1cccc([N+](=O)[O-])c1
    0.2%	-0.2%	0.4	?	6.7	0.8%	0.9	4.6%	-7.8	0.1%	2.8%
CC1CC(=O)N(CC(=O)Nc2cccc(F)c2)c2ccccc2S1(=O)=O (stereo not given)
    3.2%	0.1%	3.6	-0.3%	30.8[activator]	3.8%	10.3	1.8%	-0.3	0.1%	·
CCCOc1ccc(-c2nn(-c3ccccc3)cc2/C=C2\SC(=S)N(C3CCS(=O)(=O)C3)C2=O)cc1 (stereo not given)
    -1.8%	2.4%	-6.2	?	-11.0	-10.2%	10.0	1.0%	2.2	0.1%	-9.1%
Cc1cnc2c(C(=O)O)cnn2c1
    1.4%	5.2%	4.8	-5.2%	23.7	-1.2%	-19.7	-4.8%	1.6	3.2%	-3.3%
O=C(O)c1ccc(-n2cccc2/C=C2/NC(=O)N(c3ccccc3)C2=O)cc1
    ·	1.5%	11.0	?	-6.2	1.8%	5.6	3.3%	-1.7	-0.7%	0.8%

Source: PubChem (National Center for Advancing Translational Sciences (NCATS))
